L3MBTL1 block – inhibitors of human L3MBTL1; Potency, µM (doses to about 57.1 µM), for the others: at the top dose activity, negative = inhibition, usual class: inhibitors; 0.66% of 230,000 active; Q9Y468; AlphaScreen L3MBTL1–H3K9me1 peptide binding; AID 485360; active = well fitted inhibition curve with a large enough effect; inconclusive = small, poorly fitted or top-dose-only effect; inactive = no such curve, though single readings can be large or run the other way; also: nearly all actives have a fitted effect of over 60% in size
Target sequence (Q9Y468 whole entry, looked up): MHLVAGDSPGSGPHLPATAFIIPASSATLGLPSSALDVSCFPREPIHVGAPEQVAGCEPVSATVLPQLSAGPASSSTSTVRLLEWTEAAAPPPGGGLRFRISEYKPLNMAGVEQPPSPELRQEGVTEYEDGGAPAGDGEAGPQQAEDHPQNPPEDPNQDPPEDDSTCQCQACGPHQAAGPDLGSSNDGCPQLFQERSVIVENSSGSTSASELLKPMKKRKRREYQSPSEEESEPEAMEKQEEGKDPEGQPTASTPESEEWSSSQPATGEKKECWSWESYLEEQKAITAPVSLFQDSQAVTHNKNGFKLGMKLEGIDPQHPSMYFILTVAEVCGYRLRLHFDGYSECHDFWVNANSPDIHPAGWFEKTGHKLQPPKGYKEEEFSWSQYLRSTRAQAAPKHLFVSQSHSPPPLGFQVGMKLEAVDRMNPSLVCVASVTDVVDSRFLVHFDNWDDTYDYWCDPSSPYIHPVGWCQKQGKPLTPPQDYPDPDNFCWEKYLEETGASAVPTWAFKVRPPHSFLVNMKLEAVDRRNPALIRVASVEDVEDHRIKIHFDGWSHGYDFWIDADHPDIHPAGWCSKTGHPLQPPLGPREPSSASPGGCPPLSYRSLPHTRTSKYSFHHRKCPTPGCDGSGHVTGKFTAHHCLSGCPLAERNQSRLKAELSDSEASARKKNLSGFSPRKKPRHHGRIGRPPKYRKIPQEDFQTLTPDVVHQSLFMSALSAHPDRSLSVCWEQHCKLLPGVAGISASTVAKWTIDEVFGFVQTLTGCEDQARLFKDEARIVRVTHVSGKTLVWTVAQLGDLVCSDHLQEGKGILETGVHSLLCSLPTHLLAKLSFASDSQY
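AlphaScreen assay: L3MBTL1 (50 nM final) was preincubated 30 min at room temperature with biotinylated H3(1-15)K9me1 peptide (75 nM final), then 30 min with library compounds; streptavidin donor and nickel chelate acceptor beads (10 ug/mL final) added, 30 min dark.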
Numbers without * were called inactive; ? = inconclusive; [ ] = remark or other dose. % is scaled to controls: 0 for no effect and ±100 for the full control effect; potency is read from the fitted curve at half-maximal effect. Some of the compounds tested. The share of hits here may be higher or lower than overall.

Start of the listing, in advance, 3 compounds:
| L3MBTL1 block | SMILES |
| --- | --- |
| 0% | CCN(CC(=O)Nc1ccc(NC(C)=O)cc1)C(=O)CCN1C(=O)C2CC=CCC2C1=O (stereo unspecified) |
| -22% | Cc1ncc(CO)c(/C=N/NC(=O)c2cccc(S(=O)(=O)N3CCCC3)c2)c1O |
| 1% | O=C(/C=C/c1ccc(S(=O)(=O)N2CCOCC2)cc1)Nc1ccc(F)c(F)c1F |

Main list, previewed entries included:
| L3MBTL1 block | SMILES |
| --- | --- |
| 0% | CCN(CC(=O)Nc1ccc(NC(C)=O)cc1)C(=O)CCN1C(=O)C2CC=CCC2C1=O (stereo unspecified) |
| -22% | Cc1ncc(CO)c(/C=N/NC(=O)c2cccc(S(=O)(=O)N3CCCC3)c2)c1O |
| 1% | O=C(/C=C/c1ccc(S(=O)(=O)N2CCOCC2)cc1)Nc1ccc(F)c(F)c1F |
| 3% | COc1ccc(CNC(=O)CCN2C(=O)c3ccccc3S2(=O)=O)cc1 |
| -1% | O=C(NNC(=O)c1ccc(Cl)s1)c1csc(N2CCOCC2)n1 |
| -17% | CCOc1ccc(NS(=O)(=O)c2ccc(C(=O)NCC(c3ccc(OC)cc3)N3CCCC3)cc2)cc1 (stereo unspecified) |
| -6% | Nc1ccc(C(=O)N2CCN(S(=O)(=O)/C=C/c3ccccc3)CC2)cc1[N+](=O)[O-] |
| -9% | Cc1ccccc1Nc1nc(N)nc(COC(=O)CCC(=O)c2ccc(F)cc2)n1 |
| 13% | Cc1ccc(C(=O)CN(CCC(=O)O)C(=O)c2ccncc2)cc1 |
| 46%[activator] | Cc1ccc(C)c(OCCC(=O)NNC(=O)Cn2nc(C)cc2C)c1 |
| ? | CC(=O)c1ccc(OC(=O)C2CSC3(C)CCC(=O)N23)cc1 (stereo unspecified) |
| 0% | CC(C)(C)[C@@H]1COC(=O)[C@H](Cc2ccc(F)cc2)CC/C=C\C[C@@H](CC(=O)NCCO)C(=O)N1 |
| -3% | COCC(C)NC(=O)C1CCN(S(=O)(=O)c2ccc3ccccc3c2)CC1 (stereo unspecified) |
| 28% | CC(NC(=O)c1ccc(S(=O)(=O)Nc2ccccc2)cc1)c1ccc(S(N)(=O)=O)cc1 (stereo unspecified) |
| -4% | CC1(c2ccccc2Cl)NC(=O)N(CC(=O)Nc2ccc(N3CCOCC3)cc2)C1=O (stereo unspecified) |
| 3% | O=C(COC(=O)c1ccc(O)cc1)Nc1ccc2c(c1)OCCO2 |

An excerpt of these results, with each value named:
> Cc1ccc(C(=O)CN(CCC(=O)O)C(=O)c2ccncc2)cc1
  L3MBTL1 block: 13%

> CC(=O)c1ccc(OC(=O)C2CSC3(C)CCC(=O)N23)cc1 (stereo unspecified)
  L3MBTL1 block: ?

> O=C(COC(=O)c1ccc(O)cc1)Nc1ccc2c(c1)OCCO2
  L3MBTL1 block: 3%

> CC(C)(C)[C@@H]1COC(=O)[C@H](Cc2ccc(F)cc2)CC/C=C\C[C@@H](CC(=O)NCCO)C(=O)N1
  L3MBTL1 block: 0%

Later entries:
| L3MBTL1 block | SMILES |
| --- | --- |
| -2% | CCn1c(CCC(N)=O)nnc1SCC(=O)Nc1cccc(S(=O)(=O)N2CCCC2)c1 |
| 0% | Cc1ccccc1OCCC(=O)OCC(=O)NC1CCCC1 |
| 2% | CC(=O)c1ccc(N2CCN(C(=O)C3CCN(S(=O)(=O)c4ccc(F)cc4)CC3)CC2)cc1 |
| 1% | COCCCNC(=O)Cn1cnc2c(OCc3ccccc3)ncnc21 |
| -2% | Nc1c(N(CCCO)C(=O)C2CCCC2)c(=O)[nH]c(=O)n1Cc1ccccc1 |
| 5% | Cn1c(SCC(=O)NC2CCCc3ccccc32)nnc1C1CC1 (stereo unspecified) |
| 7% | CC(=O)Nc1ccc(SC[C@H](C)CN2CC[C@H](O)CCC2=O)cc1 |
| 14% | O=C(CNC(=O)c1ccccc1)OCCOc1cccc(Cl)c1 |
| -2% | Cc1ccccc1NC(=O)CSc1ccc(-c2ccc(-n3cccn3)cc2)nn1 |
| -7% | CCOc1ccc(S(=O)(=O)N2CCCCC2)cc1NC(=O)C1CSC2(C)CCC(=O)N12 (stereo unspecified) |
| 9% | O=C(OCC(=O)N1CCN(c2ccccc2)CC1)c1ccccc1NCCO |
| 3% | COc1ccc(-c2nc(SC(C)C(=O)NCC3CCCO3)n[nH]2)cc1 (stereo unspecified) |
| -3% | CN(CC(=O)Nc1ccc(F)c(F)c1F)C(=O)CCCSc1nc2ccccc2[nH]1 |
| -1% | COc1ccc(N(CC(=O)N2CCOCC2)S(C)(=O)=O)c(OC)c1 |
| 6% | Cc1c(C(=O)Nc2ccccc2N2CCN(C)CC2)oc2ccc(F)cc12 |
| 1% | CCOC(=O)C1CCN(C(=O)c2cccc(NS(=O)(=O)c3ccc(Br)cc3)c2)CC1 |

In a second layout: 2 of the compounds above
CCOc1ccc(S(=O)(=O)N2CCCCC2)cc1NC(=O)C1CSC2(C)CCC(=O)N12 (stereo unspecified)
  L3MBTL1 block: -7%
Cc1ccccc1NC(=O)CSc1ccc(-c2ccc(-n3cccn3)cc2)nn1
  L3MBTL1 block: -2%

More records
| L3MBTL1 block | SMILES |
| --- | --- |
| -3% | CC(C)(C)C(=O)/C=C1\SCC(=O)N1CC(=O)N1CCN(c2ccccc2)CC1 |
| -9% | CCOC(=O)c1c(/C=N/Nc2ccccc2)c2sc(C)cc2n1C |
| -12% | CCN1C(=O)[C@H]2[C@@H](c3ccc(-c4ccc(C(C)=O)cc4)c(OC)c3)N3CCCC[C@@]3(C(=O)OC)[C@H]2C1=O |
| -12% | O=S(=O)(NCC(c1ccc2c(c1)OCO2)N1CCOCC1)c1ccc(F)cc1 (stereo unspecified) |
| 2% | COc1ccccc1CCNC(=O)COc1cccc2c1OC(C)(C)C2 |
| 0% | Cc1ccc(NC(=O)CN(C)C(=O)CNC(=O)c2cccs2)cc1 |
| ? | CC(=O)NC(c1cccs1)c1cc(F)c2cccnc2c1O (stereo unspecified) |
| 2% | COc1ccc(CCNC(=O)CSc2nc(=O)n3cccc(C)c3n2)cc1OC |
| -5% | Cc1ccc(NC(=O)c2ccc(-n3cncn3)c([N+](=O)[O-])c2)cc1F |
| 0% | COC(=O)CCN(Cc1cc(OC)ccc1OC)S(=O)(=O)c1ccccc1Br |
| 0% | COc1ccc(C(CNC(=O)CNC(=O)c2cccc(C)c2)N2CCOCC2)cc1 (stereo unspecified) |
| 7.9µM* | O=C(NC1CC1)C1CCN(S(=O)(=O)c2cc([N+](=O)[O-])ccc2Cl)CC1 |
| -5% | CCOc1ccc(-c2cccc(NS(=O)(=O)c3cc([N+](=O)[O-])ccc3Cl)c2)nn1 |
| -25% | CC1(c2ccc([N+](=O)[O-])cc2)NC(=O)N(CC(=O)Nc2ccc(N3CCCCC3)cc2)C1=O (stereo unspecified) |
| -15% | O=c1ccc2ccc(O[C@@H]3O[C@H](CO[C@@H]4OC[C@](O)(CO)[C@H]4O)[C@@H](O)[C@H](O)[C@H]3O)cc2o1 |
| -2% | Cc1noc(C)c1CSCC(=O)Nc1cccc(C(F)(F)F)c1 |
| -7% | Brc1ccc(CN2CC[C@H]3C=CCc4cccc(c43)C2)cc1 |
| -6% | CCOC(=O)c1c(C)[nH]c(C(=O)OCC(=O)N2CCN(S(=O)(=O)c3ccc(C)cc3C)CC2)c1C |
| 6% | CC(OC(=O)c1cccc(-n2cnnn2)c1)C(=O)NC1(C#N)CCCCC1 (stereo unspecified) |
| 4% | O=S(=O)(Nc1cc(Cl)ccc1N1CCOCC1)c1ccccc1Cl |
| -8% | CC[C@]12c3[nH]c4cc(-c5ccco5)ccc4c3CCN1C(=O)[C@@H](CC(=O)NCC13CC4CC(CC(C4)C1)C3)C[C@@H]2C(=O)N1CCN(C(=O)C2CC2)CC1 |
| 10% | CCOc1ccc(/C=C/C(=O)N(CC)CC(=O)NCc2cccs2)cc1OC |
| -6% | CC(C(=O)N1CCN(C(=O)c2ccco2)CC1)N1C(=O)NC2(CCCCC2C)C1=O (stereo unspecified) |
| 3% | Cc1ccc(S(=O)(=O)N(C)CC(=O)NCC(=O)Nc2ccc(F)c(F)c2F)cc1 |
| -2% | Cc1ccc(NC(=O)C(c2ccccc2)N2CCN(CC(=O)NC3CC3)CC2)cc1 (stereo unspecified) |
| 6% | Cc1cccc(NC(=O)CSCC(=O)N(C)Cc2ccc(Cl)c(Cl)c2)c1 |
| 7% | O=C(Nc1cc(C(F)(F)F)ccc1N1CCOCC1)C1CC1 |
| -4% | COc1ccccc1N(C)S(=O)(=O)c1ccc(Cl)c(C(=O)NCc2cccnc2)c1 |
| -9% | CN1CCN(c2ccc(-c3cccc(NC(=O)COc4ccc(Cl)cc4)c3)nn2)CC1 |
| 22% | Cc1cccc(C)c1OCCCn1ccnc1 |
| 1% | CCOc1ccc(C(=O)COC(=O)CNC(=O)C2CCCCC2)cc1 |
| 0% | Cn1c(N)c(C(=O)COC(=O)Cc2cccc(C(F)(F)F)c2)c(=O)n(C)c1=O |
| -3% | Cc1cccc(NS(=O)(=O)c2ccc(C)c(C(=O)NCC(c3cccs3)N(C)C)c2)c1 (stereo unspecified) |
| ? | Oc1c(CNc2ccccc2)cc(COCc2ccccc2)c2cccnc12 |
| 3% | Cc1cc(=O)oc2cc(OC(=O)C3CCN(C(=O)c4ccc(F)cc4)CC3)ccc12 |
| 2% | Cn1nnnc1Sc1ncnc2scc(-c3cccc(Br)c3)c12 |
| 7% | O=C(c1cnn(C(=O)CN2CCCC2=O)c1)c1ccccc1O |
| 2% | COc1ccc(NC(=O)COC(=O)CCc2ccc(S(=O)(=O)N3CCOCC3)cc2)c(OC)c1 |
| -5% | CSCCC(NC(=O)c1ccccc1)C(=O)NCC(C)(C)N1CCOCC1 (stereo unspecified) |
| 6% | COc1ccc(CCN2CC(C(=O)Nc3cc(F)ccc3F)CC2=O)cc1OC (stereo unspecified) |
| -1% | Cc1nn(C)c(C)c1NC(=O)COc1ccc(Cl)cc1 |
| 2% | CCC1CCC2(CC1)NC(=O)N(CC(=O)NCc1ccccc1Cl)C2=O (stereo unspecified) |
| -9% | COc1cccc(NC(=O)CN(C)C(=O)c2cccc(S(=O)(=O)N3c4ccccc4CC3C)c2)c1 (stereo unspecified) |
| 0% | C[C@H](O)Cc1cn(-c2cc3cc(C#Cc4ccsc4)ccc3oc2=O)nn1 |
| 9% | CCN1C(Nc2ccccc2)=NC[C@@H]1CC(C)C |
| -3% | CCN(CC)c1ccc(S(=O)(=O)N2CCOCC2)cc1NC(=O)CSc1nnc(N)s1 |
| 2% | COc1ccc(S(=O)(=O)N(C)CC(=O)Nc2ccc3c(c2)OCCO3)cc1 |
| -13% | CSc1ccc(/C=C/C(=O)OCC(=O)c2ccc[nH]2)cc1 |
| 0% | Cc1cc(C)c(C(=O)COC(=O)CNC(=O)c2ccccc2C)c(C)c1 |
| -2% | O=C(COC(=O)c1ccccc1O)NC(c1ccccc1)c1ccccc1 |
| -8% | COc1ccc2nc(-c3ccccc3)cc(C(=O)OCC(=O)N3CC(C)OC(C)C3)c2c1 (stereo unspecified) |
| 7% | COc1cccc(-n2c(SCC(=O)NC3CCS(=O)(=O)C3)nc3ccccc3c2=O)c1 (stereo unspecified) |
| -3% | Cc1nn(-c2ccccc2)c(C)c1/C=C/C(=O)OCC(=O)Nc1ccc(S(N)(=O)=O)cc1 |
| -2% | CC(C)(C)N1C(=O)[C@H]2[C@@H](c3ccc(Br)cc3)N3C(=O)N(c4cccc(Cl)c4)C(=O)[C@@]3(Cc3ccccc3)[C@H]2C1=O |
| 3% | CCc1ccc(OC)c(S(=O)(=O)NCc2cccs2)c1 |
| 2% | Cc1ccc(S(=O)(=O)N(C)c2ccc(OC(=O)c3cc(=O)[nH]c4ccccc34)cc2)cc1 |

Remaining list, next part.
| L3MBTL1 block | SMILES |
| --- | --- |
| 3% | COc1ccc(OC)c(NC(=O)CSc2nc3nc(C)cc(C)n3n2)c1 |
| 14% | Cc1ccc(SCC(=O)OCC(=O)NCCc2ccccc2)cc1 |
| -11% | COc1ccc2c(c1)C(=O)N1[C@H]3c4cc(OC)ccc4OC[C@@H]3[C@H](c3ccccc3)[C@]1(C)C(=O)N2 |
| -1% | Cc1ccc(S(=O)(=O)NC(CC(C)C)C(=O)NCC(c2ccco2)N2CCCCC2)cc1 (stereo unspecified) |
| -9% | CCN1C(=O)[C@@H]2[C@@H](c3ccc(SC4CCCCC4)cc3)N3CCC[C@@]3(C(=O)OC)[C@@H]2C1=O |
| 2% | O=C(NCCCN1CCCC1=O)c1cc(-c2ccc(F)cc2)nc2ccccc12 |
| 4% | CCOc1ccc(NC(=O)CN(C)C(=O)c2ccccc2SCC(=O)N2CCCC2)cc1OCC |
| -3% | COc1ccc(C(=O)OCC(=O)c2ccc[nH]2)c(OC)c1 |
| -2% | COc1ccc(C(=O)COC(=O)C(CCSC)NC(=O)COc2ccccc2)cc1 (stereo unspecified) |
| -9% | CCOc1ccc(C(=O)CCC(=O)Nc2ccc(C)cn2)cc1 |
| -4% | Cc1cccc(NC(=O)C(C)Sc2nc3ccccc3c(=O)n2CCCN2CCOCC2)c1 (stereo unspecified) |
| 0% | COc1cc(NC(=O)CN2C(=O)NC(CC(C)C)C2=O)cc(OC)c1OC (stereo unspecified) |
| 1% | CSCCC(NC(=O)c1cccc(C)c1)C(=O)OCN1C(=O)c2ccccc2C1=O (stereo unspecified) |
| -11% | CCCCn1c(N)c(N(CCOC)C(=O)c2cc3c(s2)CCC(C)C3)c(=O)[nH]c1=O (stereo unspecified) |
| -6% | CCOC(=O)/C=C1\SC(C)C(=O)N1CC(=O)N(CCC#N)c1ccccc1 (stereo unspecified) |
| -7% | Cc1cccc([C@@H]2[C@@H]3C(=O)N(Cc4ccccc4)C(=O)[C@@H]3[C@]3(Cc4ccccc4)C(=O)N(c4cccc(F)c4)C(=O)N23)c1 |

High-throughput results from PubChem BioAssay.
